GRIN3A LBD mod – NR3A (human) ligand-binding domain modulation. NR3A LBD differential scanning fluorimetry, Tm shift; 0% = protein alone, 100% = glycine-bound protein. Tm shift relative to glycine control, % at 25 µM. 340,000 compounds, 2.5% hits. AID 1259313;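 active means melting temperature shift of at least 10% of the positive control shift, at one fixed dose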
ATG4B inh – ATG4B (human) cysteine protease inhibition; ATG4B cleavage of LC3-PLA2, NBD-HPC fluorescence, 1 h; inhibition, % at 8.33 µM; 340,000 compounds, 0.51% hits; AID 504462; in the data active means inhibition above about 40%
SENP7 block – blocks the human protease SENP7; 330,000 compounds, 1.5% hits; recombinant SENP7, Z-RLRGG-aminoluciferin luminescence, 40 min; inhibition, % at 5 µM;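 active means inhibition above about 50% at the single test dose, limit read from the data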;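 further: plate controls were DMSO with enzyme for no effect and no enzyme buffer wells for full effect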
Target sequence (Q9BQF6 706-1050 limits assumed): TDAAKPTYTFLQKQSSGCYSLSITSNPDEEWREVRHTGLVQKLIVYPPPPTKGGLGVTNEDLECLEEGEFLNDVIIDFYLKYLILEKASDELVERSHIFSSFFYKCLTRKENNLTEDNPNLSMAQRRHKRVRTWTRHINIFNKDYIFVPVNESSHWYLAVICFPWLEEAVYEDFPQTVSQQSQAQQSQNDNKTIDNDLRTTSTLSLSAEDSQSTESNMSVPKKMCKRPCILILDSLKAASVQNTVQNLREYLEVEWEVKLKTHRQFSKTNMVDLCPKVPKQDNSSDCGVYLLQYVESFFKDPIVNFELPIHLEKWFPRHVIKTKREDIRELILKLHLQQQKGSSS
PfGluPho inh – PfG6PD (Plasmodium falciparum) enzyme inhibition; PfGluPho enzyme, NADPH resazurin-diaphorase fluorescence; inhibition, % at 20 µM; 350,000 compounds, 0.78% hits; AID 504690;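 active means inhibition reaching at least a set limit at 20 µM in the primary screen, cut at about 59% in these data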;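 further: 0% = DMSO wells with substrate and 100% = DMSO wells lacking glucose-6-phosphate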
MPTP inh – inhibitors of mitochondrial permeability transition pore | isolated mouse mitochondria, Ca2+ swelling absorbance, 30 min | inhibition, % at 10 µM | 360,000 compounds, 1.4% hits | AID 602449;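 active means inhibition of 50% or more, scaled per plate between neutral and stimulator controls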;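 further: 0% = DMSO wells given calcium and 100% = 1 mM EGTA wells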
SENP6 block – SENP6 protease inhibition. Recombinant SENP6 catalytic domain, aminoluciferin luminescence. inhibition, % at 10 µM. 330,000 compounds, 1.8% hits;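 active means inhibition above about 50% at the single tested dose, limit read from the data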;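 further: plate controls were DMSO wells with enzyme for no effect and DMSO wells lacking enzyme for full effect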
Target sequence (Q9GZR1 628-1112 limits assumed): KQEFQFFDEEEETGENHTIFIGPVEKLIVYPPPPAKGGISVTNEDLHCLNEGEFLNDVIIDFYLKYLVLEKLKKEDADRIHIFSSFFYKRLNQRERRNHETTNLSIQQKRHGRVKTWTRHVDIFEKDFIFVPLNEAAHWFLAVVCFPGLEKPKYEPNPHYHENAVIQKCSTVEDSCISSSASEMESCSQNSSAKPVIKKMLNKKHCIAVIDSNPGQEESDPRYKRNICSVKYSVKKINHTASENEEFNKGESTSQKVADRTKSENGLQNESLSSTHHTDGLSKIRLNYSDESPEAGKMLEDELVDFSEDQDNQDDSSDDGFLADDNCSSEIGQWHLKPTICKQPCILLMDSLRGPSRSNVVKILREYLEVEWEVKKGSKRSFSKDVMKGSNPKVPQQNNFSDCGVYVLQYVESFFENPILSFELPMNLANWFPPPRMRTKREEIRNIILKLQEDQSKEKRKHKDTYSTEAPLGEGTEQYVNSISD
HKDC1 inh – blocks human hexokinase HKDC1 activity | recombinant HKDC1, G6PDH/diaphorase resazurin coupled fluorescence | inhibition, % at 20 µM | AID 493160 | 340,000 compounds, 0.16% hits | Q2TB90;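 active means inhibition above about 35% when tested at 20 µM, limit read from the data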;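 further: plate controls were DMSO wells with enzyme for no effect and DMSO wells lacking enzyme for full effect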
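Material – in-house recombinant HK5 (HKDC1) enzyme · Quantity – HKDC1 at 5 µg/mL · Buffer or medium – pH 8.0 Tris buffer with 10 mM MgCl2 · Reagent – glucose with 1 mM ATP · Dosing – single 20 µM dose · Times – reaction time 90 min, room temperature, protected from light · Technique – resorufin fluorescence at 613 nm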
SENP8 inh – blocks human SENP8 cleavage of Nedd8 substrate. Q96LD8. recombinant SENP8, Nedd8 substrate fluorescence. inhibition, % at 20 µM. 360,000 compounds, 0.64% hits. AID 602440; in the data active means inhibition mostly above about 40%, no sharp cut-off; inactive means mostly below about 27%
Target sequence (Q96LD8 whole entry, looked up): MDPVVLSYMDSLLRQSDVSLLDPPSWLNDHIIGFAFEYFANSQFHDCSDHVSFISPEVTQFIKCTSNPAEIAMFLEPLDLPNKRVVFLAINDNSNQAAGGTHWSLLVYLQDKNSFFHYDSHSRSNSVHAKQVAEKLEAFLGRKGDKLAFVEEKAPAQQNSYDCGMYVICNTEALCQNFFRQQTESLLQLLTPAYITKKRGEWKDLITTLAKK
Starred values were filed as active, the others as inactive; i = inactive; x = not tested or not shown.

SMILES | GRIN3A LBD mod | ATG4B inh | SENP7 block | PfGluPho inh | MPTP inh | SENP6 block | HKDC1 inh | SENP8 inh
CC1(C)OC(=O)C(=NNc2ccc(Cl)cc2)C(=O)O1 | 2.0 | -7.7 | 2.8 | 7.2 | -0.1 | -2.2 | -5.0 | 10.6
COc1cccc(COc2ccccc2C2Nc3ccc(Br)cc3C(=O)N2NC(=O)c2ccncc2)c1 (centres undefined) | -8.1 | -4.1 | 9.6 | 3.9 | 0.0 | 20.6 | -0.9 | -118.0
CCCC(=O)Oc1ccc(N(C(=O)CCC)S(=O)(=O)c2cccc([N+](=O)[O-])c2)cc1 | -3.9 | 7.4 | 8.3 | -18.6 | -6.1 | -4.6 | -1.2 | 7.6
COc1ccc(N2C(=O)CC(Sc3n[nH]c(-c4ccccc4)n3)C2=O)cc1 (centres undefined) | 5.0 | -5.1 | -0.5 | 11.6 | 3.7 | -1.2 | 1.0 | 6.7
O=C(NCCOCc1ccccc1)C(c1ccccc1)c1ccccc1 | -4.1 | -2.2 | -9.7 | -6.3 | 0.8 | -5.7 | -5.8 | 12.7
Cc1cccc(OCc2nnc(SCC(=O)OC3CCCCC3)o2)c1 | 5.1 | -7.4 | 1.1 | 14.9 | 0.0 | 13.0 | 4.7 | 25.0
Cc1c(C(=O)N2CC(C)OC(C)C2)[nH]c2ccc(Br)cc12 (centres undefined) | 3.1 | 8.6 | -1.7 | 14.0 | 1.4 | -4.0 | 0.6 | 7.5
CCCCOCCCNC(=O)CCCOc1ccccc1 | -0.9 | -1.6 | -0.8 | -11.0 | -2.1 | -4.4 | -2.4 | 5.3
CC12CCC(=O)N1C(C(=O)NNC(=O)c1cccc(Cl)c1)CS2 (centres undefined) | 1.1 | 2.8 | 11.9 | 6.2 | -0.6 | -11.7 | -5.1 | 11.2
C/C(=N\NS(=O)(=O)c1ccc(Cl)c([N+](=O)[O-])c1)c1ccc(C)o1 | -8.1 | -3.0 | -2.9 | -5.8 | 2.3 | 1.8 | 1.5 | 20.9
COc1ccc(-c2c(C)n([O-])c3c([n+]2=O)CCCC3)c(OC)c1 | -8.6 | -11.0 | 0.2 | -14.0 | 0.9 | -27.1 | -11.2 | 1.3
C[C@H](CO)N1C[C@H](C)[C@H](CN(C)Cc2ccccc2)Oc2c(NC(=O)Nc3ccc(F)cc3)cccc2C1=O | -1.5 | 3.9 | 4.6 | 10.7 | 0.9 | -0.4 | 0.5 | 10.0
C#CCOCCOCCOCCNc1nc(N2CCN(C(=O)Cn3cc(CCO)nn3)CC2)nc(N2CCN(C(=O)Cn3cc(CCCCN)nn3)CC2)n1 | 3.8 | -4.2 | x | 42.0 | -1.5 | x | -3.6 | 12.4
CCOC(=O)CN1N=C(/C=C/c2ccccc2)CCC1=O | 1.8 | 19.2 | 7.4 | -11.4 | 5.8 | -6.0 | 0.1 | 33.2
Cc1ccc(C(=O)N2CCCC2)cc1Br | -2.5 | 2.8 | -17.1 | -24.4 | 2.1 | -16.6 | 4.1 | 29.5
O=C(CCC1N=C2c3ccccc3N=C(SCc3ccccc3Cl)N2C1=O)NCc1ccco1 (centres undefined) | -2.5 | 15.2 | 2.7 | 3.3 | 0.6 | -6.9 | 5.6 | -239.2
C=CCNC(=O)c1c(N)n(-c2cccc(S(N)(=O)=O)c2)c2nc3ccccc3nc12 | -0.3 | -19.1 | 14.3 | 12.6 | -1.3 | 32.0 | 4.4 | -470.7
COc1ccc(-n2c(=O)[nH]cc(C(=O)Nc3ccc(NC(C)=O)cc3)c2=O)cc1 | 2.2 | -4.3 | -16.2 | 21.0 | -0.3 | -6.7 | -4.1 | -2.6
COc1ccc(C(=O)NC(=S)Nc2ccccc2N2CCN(S(C)(=O)=O)CC2)cc1OC | -29.2 | -12.6 | 2.3 | 7.3 | -2.6 | -14.2 | -5.5 | 14.5
CCC(=O)NNc1ncnc2ccccc12 | 0.1 | -7.5 | -2.6 | -2.7 | 0.1 | 3.9 | 13.2 | 2.5
CCn1c(CC(=O)Nc2ccc(F)cc2)nnc1SCC(=O)Nc1nnc(C)s1 | -1.9 | 10.6 | 5.9 | -12.2 | 1.5 | 0.8 | -0.1 | 4.3
Cn1ccnc1SCC(=O)Nc1cccc(S(=O)(=O)N2CCCCCC2)c1 | 0.4 | 2.0 | 4.1 | -1.1 | -1.7 | 3.7 | -0.1 | 6.2
CCC(C)NC(=O)c1cc(Cl)c(NC(=O)C2=C(C)OCCS2)cc1OC (centres undefined) | -1.1 | -1.1 | -3.0 | -12.6 | 0.9 | 6.4 | -3.0 | 16.1
CCCNC(=O)c1nn2cc(Br)cnc2c1Cl | -0.6 | 8.4 | -4.5 | -9.5 | 11.8 | -15.5 | 3.4 | 7.8
Cc1c(NC(=O)c2c(N)sc3c2CCCC3)c(=O)n(-c2ccccc2)n1C | 0.3 | -1.4 | -10.6 | 24.2 | 0.0 | -12.6 | 8.0 | -4.3
CCc1nnc(NS(=O)(=O)c2ccc(NC(=O)c3ccccc3OC)cc2)s1 | 0.7 | 1.9 | 4.8 | -7.0 | -0.4 | -8.8 | -5.5 | -8.3
Cc1ccc(S(=O)(=O)N(C)C)cc1NC(=O)C(C)OC(=O)C1CCCCC1 (centres undefined) | 1.1 | -4.2 | 9.4 | 14.8 | 2.5 | 13.5 | -8.5 | 1.1
Cc1cccc(Nc2nnc(SCC(=O)Nc3cccc(S(=O)(=O)N4CCCCC4)c3)s2)c1 | 14.6* | 25.0 | 0.8 | 14.5 | 9.9 | 11.0 | -2.2 | 10.0
COc1ccc(NC(=O)Nc2ccc3oc(C)nc3c2)cc1 | 25.5* | -5.3 | 11.8 | 24.1 | 1.1 | -26.6 | -10.4 | 2.1
CCN(CC(=O)Nc1c(F)cccc1F)C(=O)c1cc(C)oc1C | 1.0 | 5.3 | -5.5 | -10.4 | -1.1 | 3.6 | -3.6 | 7.1
Cc1cccc(C)c1NC(=O)C(NC(=O)c1ccccn1)c1ccccc1[N+](=O)[O-] (centres undefined) | -1.3 | -21.9 | -2.1 | 14.5 | 9.5 | -1.4 | -10.8 | 4.2
O=C1c2ccccc2COc2ccc(O)cc21 | -0.7 | -14.8 | -15.6 | 9.5 | -0.4 | -17.5 | 3.5 | 18.6
C=CCOc1c(Br)cc(CNc2nccs2)cc1OC | -2.7 | 6.2 | 2.7 | 11.7 | 5.0 | 14.3 | -3.6 | 16.1
COc1ccc2cc(CCNC(=O)C3CC3)c(=O)[nH]c2c1 | 1.8 | -4.7 | 0.3 | -3.2 | -3.7 | 6.5 | 0.4 | -37.1
COc1ccc(C(=O)/C=C/N(C)C)cc1OC | 1.8 | -2.0 | -0.2 | 7.8 | 17.3 | -15.5 | -6.7 | 12.0
CCN(C(=O)CSc1nc2ccccc2c(=O)n1-c1cccc(C)c1)C1CCS(=O)(=O)C1 (centres undefined) | -0.2 | 0.0 | 5.7 | -14.2 | 0.1 | 7.2 | -7.3 | 22.8
O=C(COc1ccccc1)Nc1ccc(-c2nnc(-c3ccco3)o2)cc1 | -8.0 | -9.7 | -15.2 | 13.0 | 0.9 | 1.9 | 7.6 | -453.4
O=C(NCCN1C(=O)S/C(=C\c2cccnc2)C1=O)C1=NN(c2ccccc2)C(=O)CC1 | -3.2 | -3.5 | -9.2 | 19.1 | 0.8 | -15.8 | -10.2 | -2.1
CCC(C(=O)c1ccc2ncccc2c1)c1ccccc1 (centres undefined) | 2.4 | -9.3 | 10.9 | 1.1 | 5.5 | -4.7 | 8.3 | 11.8
CCOc1ccccc1C(=O)Nc1ccc(C(=O)c2ccccc2)cc1 | 0.6 | 4.2 | 0.6 | 21.6 | 0.6 | 4.9 | -2.7 | 21.0
C/C(=N\NC(=O)C1CC1)c1ccc(C(C)(C)C)cc1 | -0.5 | -1.1 | -0.2 | 9.9 | 0.0 | 10.0 | 0.2 | 5.3
COc1ccc(-c2cnn3cc(-c4cccc(Cl)c4)cnc23)cc1 | 1.4 | -4.3 | 2.4 | 0.4 | -0.1 | 12.5 | -7.1 | 11.3
Cc1ccc(S(=O)(=O)N(C)c2ccccc2)cc1 | 2.2 | -8.4 | 3.0 | 16.9 | 2.2 | 4.1 | 7.0 | 28.3
COc1ccc(-c2c3c(cc(C)[n+]2[O-])oc2ccc(OC)cc23)cc1 | -0.6 | 0.5 | 2.4 | 6.1 | -1.5 | -3.2 | 8.6 | -202.6
Cc1cccc(OCCC(=O)NCC(c2ccco2)N2CCCCC2)c1 (centres undefined) | -1.6 | -7.2 | 7.9 | 5.4 | 5.0 | 1.2 | 2.0 | 8.2
O=C(NCc1ccco1)c1cnn2c(C(F)(F)F)cc(-c3cccs3)nc12 | -1.5 | 3.4 | -6.5 | 6.8 | -1.6 | -9.1 | -0.4 | i
COc1cc(C(=O)NCc2ccncc2)cc(Br)c1OCc1ccccc1 | 0.5 | 2.0 | -13.4 | 10.8 | -0.1 | -12.7 | -6.5 | 5.0
COC(=O)c1sccc1NC(=S)Nc1ccc(OC)cc1 | -0.6 | 7.4 | 4.2 | 2.0 | 3.1 | -26.7 | 0.7 | 7.5

Limited to SENP8 inh, MPTP inh and HKDC1 inh, for some of the entries so far:
compound	SENP8 inh	MPTP inh	HKDC1 inh
C[C@H](CO)N1C[C@H](C)[C@H](CN(C)Cc2ccccc2)Oc2c(NC(=O)Nc3ccc(F)cc3)cccc2C1=O	10.0	0.9	0.5
COc1cc(C(=O)NCc2ccncc2)cc(Br)c1OCc1ccccc1	5.0	-0.1	-6.5

(next part)
SMILES | GRIN3A LBD mod | ATG4B inh | SENP7 block | PfGluPho inh | MPTP inh | SENP6 block | HKDC1 inh | SENP8 inh
COCCN(C(=O)CCC(=O)Nc1ccccn1)C(C(=O)NC1CCCC1)c1ccc(OC)cc1 (centres undefined) | 4.5 | -6.4 | -9.6 | 2.2 | -4.7 | 9.3 | 0.4 | 13.8
CCOc1ccccc1Oc1nc(-c2ccccc2O)nc2ccccc12 | 0.3 | 2.4 | -0.1 | 86.0* | -0.2 | 11.9 | 2.2 | 25.7
COc1ccc(-c2nn(-c3ccccc3)cc2C(=O)Nc2cccc(S(=O)(=O)NC3=NCCC3)c2)cc1 | 5.7 | -26.5 | 6.1 | 17.4 | 1.0 | 20.0 | 5.2 | 17.9
CN1CCN(C(=O)c2ccc3c(c2)OCCO3)CC1 | 1.0 | -5.2 | 2.2 | 10.0 | -0.9 | -7.0 | 0.3 | 12.9
COc1ccc(C(=O)/C=C/c2ccc(O)cc2)c(O)c1C/C=C(\C)CCC=C(C)C | 30.1* | -9.4 | 0.7 | 8.2 | 5.5 | 10.1 | 0.9 | 3.2
COC(=O)c1ccc2c(=O)n(CC3CCCO3)c(SCC(=O)NCCc3ccc(S(N)(=O)=O)cc3)nc2c1 (centres undefined) | -0.7 | -5.5 | 5.0 | 7.3 | -0.3 | 1.4 | -12.8 | -67.2
CCOc1cccc(C(=O)NC(=S)Nc2ccc(N3CCCC3)cc2)c1 | 2.3 | -2.1 | 12.6 | 2.6 | 0.1 | -2.4 | -1.8 | 35.6
CCOc1cc(/C=N/NC(=O)c2cccc(S(=O)(=O)N3CCOCC3)c2)ccc1OCC(=O)N(C)C | 2.0 | -4.1 | -11.9 | 4.3 | -2.1 | -0.6 | -2.2 | -124.4

Compounds above that have a thiophene ring, fused or not:
SMILES | GRIN3A LBD mod | ATG4B inh | SENP7 block | PfGluPho inh | MPTP inh | SENP6 block | HKDC1 inh | SENP8 inh
Cc1c(NC(=O)c2c(N)sc3c2CCCC3)c(=O)n(-c2ccccc2)n1C | 0.3 | -1.4 | -10.6 | 24.2 | 0.0 | -12.6 | 8.0 | -4.3
O=C(NCc1ccco1)c1cnn2c(C(F)(F)F)cc(-c3cccs3)nc12 | -1.5 | 3.4 | -6.5 | 6.8 | -1.6 | -9.1 | -0.4 | i
COC(=O)c1sccc1NC(=S)Nc1ccc(OC)cc1 | -0.6 | 7.4 | 4.2 | 2.0 | 3.1 | -26.7 | 0.7 | 7.5

Screening results: PubChem BioAssay, Sanford-Burnham Center for Chemical Genomics
